Source: PubChem BioAssay
OXTR potentiate: potentiators of human oxytocin receptor | P30559 | CHO-OTR cells, Fluo-8 calcium fluorescence, potentiator mode; 0% = oxytocin EC15, 100% = EC100 | actives 0.061% (n = 320,000) | activation, % at 3 µM;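 active means activation above that plate's cutoff, the mean activation of tested compounds plus 3 SD, cut at about 6.6% in these data, passing the limit was not always enough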;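 further: 100% uses oxytocin at 75 nM as the full agonist control; some results filed as inactive read as strong as hits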
Target sequence (P30559 whole entry, looked up): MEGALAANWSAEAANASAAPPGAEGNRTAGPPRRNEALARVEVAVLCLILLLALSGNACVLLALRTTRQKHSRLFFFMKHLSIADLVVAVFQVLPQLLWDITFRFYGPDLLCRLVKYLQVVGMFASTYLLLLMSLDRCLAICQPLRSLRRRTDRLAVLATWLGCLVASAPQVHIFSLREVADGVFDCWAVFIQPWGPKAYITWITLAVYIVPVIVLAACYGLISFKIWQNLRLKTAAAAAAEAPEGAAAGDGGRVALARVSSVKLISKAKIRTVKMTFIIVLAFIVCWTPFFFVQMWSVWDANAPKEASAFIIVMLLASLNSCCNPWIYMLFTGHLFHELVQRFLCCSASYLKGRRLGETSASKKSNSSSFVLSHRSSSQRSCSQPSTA
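Assay system: CHO cell line stably expressing human OTR | Also added: Oxytocin at about EC15, sub-maximal agonist stimulus | Times: Compound 6 min at room temperature before oxytocin, 100 s read | Measured by: Fluo-8 intracellular calcium fluorescence, ex 470-495, em 515-575 nm | Controls: EC15 oxytocin alone as 0%, 75 nM oxytocin as 100%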
PfM18AAP inh: PfM18AAP enzyme inhibition. inhibition, % at 7.35 µM. actives 1.2% (n = 290,000). recombinant PfM18AAP, H-Glu-NHMec fluorogenic cleavage;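 active means inhibition above the campaign mean inhibition over all tested compounds plus 3 SD, cut at about 28% in these data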;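 further: 0% = plate median of test compound wells and 100% = 2 mM ZnCl2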
GalR3 antagonist: blocks the human galanin receptor 3; actives 0.44% (n = 360,000); HEK293 GalR3-CNG cAMP membrane potential fluorescence; galR3 body fused to GalR1 C-terminus; O60755; AID 651719; inhibition, % at 3 µM;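 active means inhibition above the screen-wide average plus 3 SD, cut at about 13% in these data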;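 further: forskolin and galanin both at EC90 stimulate the cells; cAMP rise reported by CNG channel membrane potential dye signal; 0% = forskolin plus galanin with DMSO and 100% = forskolin alone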
Target sequence (O60755 1-299 limits assumed): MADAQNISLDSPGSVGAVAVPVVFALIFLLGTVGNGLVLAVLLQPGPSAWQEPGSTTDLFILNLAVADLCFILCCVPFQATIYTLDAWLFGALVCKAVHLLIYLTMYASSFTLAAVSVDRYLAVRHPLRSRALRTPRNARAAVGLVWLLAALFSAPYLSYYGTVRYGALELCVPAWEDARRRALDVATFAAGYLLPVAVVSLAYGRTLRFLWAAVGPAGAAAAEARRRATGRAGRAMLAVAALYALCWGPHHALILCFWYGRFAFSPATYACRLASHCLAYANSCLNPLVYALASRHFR
NALP1 yeast inh: inhibitors of NALP1 inflammasome in yeast. S. cerevisiae NALP1/ASC/caspase-1 growth, X-gal OD620, 72 h. inhibition, % at 10 µM. actives 0.61% (n = 280,000). AID 2071; in the data active means inhibition mostly above about 24%, no sharp cut-off; inactive means mostly below about 32%; further: some compounds called inactive have numbers as strong as hits
V1R ag counter: counter-screen for oxytocin receptor agonists: human V1a receptor agonists; P37288; CHO-V1R cells, Fluo-8 calcium fluorescence, agonist mode; 0% DMSO, 100% 3 nM vasopressin; activation, % at 3 µM; actives 0.25% (n = 320,000); AID 2797;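 active means activation above the mean activation of all tested compounds plus 3 SD, per screening run, cut at about 20% in these data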;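 further: signal is peak over basal fluorescence ratio across a 100 second FLIPR read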
Target sequence (P37288 whole entry, looked up): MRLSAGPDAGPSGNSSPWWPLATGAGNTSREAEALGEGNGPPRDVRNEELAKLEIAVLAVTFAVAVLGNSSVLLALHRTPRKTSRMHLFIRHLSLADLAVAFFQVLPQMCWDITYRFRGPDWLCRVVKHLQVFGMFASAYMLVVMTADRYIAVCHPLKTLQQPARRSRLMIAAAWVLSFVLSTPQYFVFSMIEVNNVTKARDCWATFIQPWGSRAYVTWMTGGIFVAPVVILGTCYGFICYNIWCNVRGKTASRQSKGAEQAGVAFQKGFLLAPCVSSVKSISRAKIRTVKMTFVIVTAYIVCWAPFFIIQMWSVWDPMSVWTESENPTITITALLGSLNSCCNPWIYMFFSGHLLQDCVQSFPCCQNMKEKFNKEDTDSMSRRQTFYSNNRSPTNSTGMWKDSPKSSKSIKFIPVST
GPR7 antagonist: human neuropeptides B/W receptor 1 antagonism | actives 1.1% (n = 290,000) | inhibition, % at 4.4 µM | P48145 | GPR7-expressing cells, fluorescence antagonist assay; in the data active means inhibition above about 16%, passing the limit was not always enough;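 further: cells stimulated with the agonist NPW; 0% = agonist with vehicle and 100% = vehicle without agonist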
MEKK2 mut-MEK5: signal of MEK5 binding to mutant human MEKK2 PB1 domain; bead flow cytometry, Alexa488-MEK5 binding to MEKK2 mutant; percent response, % at 10 µM; actives 0.35% (n = 290,000); AID 1530; in the data active means percent response above about 24%, passing the limit was not always enough; further: inactives centre near 1; some results filed as inactive read as strong as hits
MEKK2wt PB1 HTS: raises or lowers MEK5 binding to wildtype human MEKK2 PB1 domain | bead flow cytometry, Alexa488-MEK5 binding to MEKK2 WT; actives lie on both sides | binding response (% of control), % at 10 µM | actives 1.1% (n = 290,000) | AID 1531; in the data active means binding response below about 67% or above about 130%
OXTR agonist: agonists of human oxytocin receptor; AID 2435; activation, % at 3 µM; actives 0.32% (n = 320,000); CHO-OTR cells, Fluo-8 calcium fluorescence; normalized: DMSO 0%, oxytocin 100%; P30559;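 active means activation above the mean of all tested compounds plus 3 SD, cutoff set per screening run, cut at about 20% in these data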;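 further: peak over basal fluorescence ratio from a 100 s FLIPR kinetic read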
* marks the source's active call; other numbers are inactive results; / = no result given; [ ] = another dose, or the depositor's remark.

SMILES	OXTR potentiate	PfM18AAP inh	GalR3 antagonist	NALP1 yeast inh	V1R ag counter	GPR7 antagonist	MEKK2 mut-MEK5	MEKK2wt PB1 HTS	OXTR agonist
CCn1c(SCC(=O)c2c[nH]c3ccccc23)nc2cc(S(=O)(=O)N3CCOCC3)ccc21	-8	2	2	35	2.9	-1	3	62*[inhibitor]	0.1
N#C/C(=N\Nc1ccccc1)C(=N)N1CCOCC1	-3	1	-5	24	-0.1	-6	0	105	-0.1
C=CC[C@H](CC(=O)NCCO)C(=O)N[C@H](COC(=O)[C@@H](CC=C)CC(=O)OC(C)(C)C)Cc1ccccc1	-8	/	-5	/	-0.2	/	/	/	-1.2
C#CCOCCOCCOCCNc1nc(N2CCN(C(=O)[C@H](CCCCN)n3cc(CN)nn3)CC2)nc(N2CCN(C(=O)[C@H](CCC(=O)O)n3cc([C@@H](N)CCSC)nn3)CC2)n1	1	/	-7	/	1.0	/	/	/	1.8
COc1ccc(NC(=O)C2C3CCC(O3)C2C(=O)O)c(C)c1 (configuration not stated)	-1	7	-9	5	1.6	-6	8	112	0.1
c1ccc(-c2cnnc3ccccc23)cc1	-9	/	-7	/	-0.2	/	/	/	0.1
CC(C)n1nc(Cc2cccc3ccccc23)c(C#N)c1N	-4	/	-2	/	-0.3	/	4	107	-1.4
Cc1nnc(SCC(=O)N2CCN(c3ccccc3)CC2)n1-c1ccccc1	-23	1	-4	-16	0.1	-2	4	104	-0.1
S=C1c2ccccc2CN1c1ccccc1	-7	2	-2	22	-1.4	-9	-2	100	-2.0
COc1ccc2cc(C(c3nnnn3Cc3ccccc3)N3CCCCCC3)c(=O)[nH]c2c1 (configuration not stated)	-5	6	-6	5	-0.1	0	1	100	0.7
Clc1ccc(CNCCCSc2ncccn2)cc1Cl	-3	-3	-10	17	1.6	-6	23	127	3.6
Cc1cc2c(cc1S(=O)(=O)NCc1ccc(N(C)C)cc1)OCC(=O)N2	-3	2	/	23	1.2	3	-4	94	1.6

3 compounds from above, ordered by heavy-atom count, largest number first:
SMILES	OXTR potentiate	PfM18AAP inh	GalR3 antagonist	NALP1 yeast inh	V1R ag counter	GPR7 antagonist	MEKK2 mut-MEK5	MEKK2wt PB1 HTS	OXTR agonist
C#CCOCCOCCOCCNc1nc(N2CCN(C(=O)[C@H](CCCCN)n3cc(CN)nn3)CC2)nc(N2CCN(C(=O)[C@H](CCC(=O)O)n3cc([C@@H](N)CCSC)nn3)CC2)n1	1	/	-7	/	1.0	/	/	/	1.8
CCn1c(SCC(=O)c2c[nH]c3ccccc23)nc2cc(S(=O)(=O)N3CCOCC3)ccc21	-8	2	2	35	2.9	-1	3	62*[inhibitor]	0.1
c1ccc(-c2cnnc3ccccc23)cc1	-9	/	-7	/	-0.2	/	/	/	0.1

More results.
SMILES	OXTR potentiate	PfM18AAP inh	GalR3 antagonist	NALP1 yeast inh	V1R ag counter	GPR7 antagonist	MEKK2 mut-MEK5	MEKK2wt PB1 HTS	OXTR agonist
CCn1nc(C)cc1C(=O)Sc1cccc(Cl)c1	0	6	-6	/	-0.3	-12	-9	102	-1.8
Cc1oc(-c2ccccc2F)nc1CS(=O)CC(=O)NCc1ccccc1 (configuration not stated)	-2	2	-4	-7	-0.9	-12	1	99	-1.1
Cc1ccc(NC(=O)CCSc2nnc(-c3ccco3)o2)cc1	-16	2	-4	19	0.4	-7	6	104	-1.2
C/C(=N/OCO/N=C(/C)c1ccc(F)cc1)c1ccc(F)cc1	-6	-9	-1	28	0.6	2	4	115	-1.0
O=C(Cn1cnc2c(nnn2Cc2ccc(F)cc2)c1=O)Nc1ccccc1	1	1	-8	/	-0.4	-15	-1	105	0.6
C=CCNC(=S)NNC(=O)c1cc(C)nc2ccccc12	-3	22	-3	9	0.0	-10	-1	100	0.6
Cc1cccc(CNC(=O)c2ccccc2NC(=O)C2=CSCCO2)c1	-5	6	1	15	-0.3	-12	2	102	-1.1
COc1cccc(NC(=O)CSc2nnc(-c3cccs3)n2C)c1	-13	-12	-2	/	-0.7	2	5	109	0.2
CCOC(=O)c1c(S(=O)(=O)N2CCCC(C(=O)Nc3cccc(C)n3)C2)c(C)n(C)c1C (configuration not stated)	0	-2	1	15	-0.8	-11	2	102	-1.3
CCNC(=O)c1ccccc1-c1nc(-c2ccccc2)no1	-2	-3	-2	/	0.8	-10	2	100	-1.4
COc1ccc(C)cc1NC(=O)c1ccc2c(c1)C(=O)N(Cc1ccncc1)C2=O	-6	/	-3	/	3.2	/	/	/	2.4
Cc1ccc(-c2nc3ccccc3s2)cc1NC(=O)c1ccc2c(c1)OCO2	-5	1	-3	6	0.5	6	-21	-2.0*[inhibitor]	0.5
O=C(Nc1ccc(Cl)cc1)N1CCSC1=NCc1ccccc1	0	-4	-4	/	1.6	-11	-14	86	1.5
CC1=C(C(=O)OCC2CCCO2)C(c2coc3ccc(C)cc3c2=O)C2=C(CCCC2=O)N1 (configuration not stated)	-10	7	-7	9	0.7	-8	0	102	-0.8
O=C(COC(=O)Cc1ccccc1F)Nc1ccc2c(c1)OCO2	6	4	-9	4	-0.6	13	1	98	-1.0
Nc1ncc(-c2ccccc2)c(-c2ccc(O)cc2O)n1	-14	-9	-8	2	4.8	7	1	99	1.1
CC(C)(C)OC(=O)N1CCC(C(=O)N[C@@H](Cc2c[nH]c3ccccc23)C(=O)O)CC1	-14	-2	3	0	0.9	-17	9	103	0.8
COc1c2ccc(OCC/C(C)=C/C(=O)C=C(C)C)cc2nc2occc12	-5	/	9	/	0.6	/	/	/	-0.2
CC1(C)Cc2c(c(N3CCOCC3)nc3sc(-c4ccc(C(=O)O)o4)c(N)c23)CO1	-2	9	9	6	-0.3	-13	62*	-5.0*	-0.2
CN(c1ccccc1)S(=O)(=O)c1cccc(NC(=O)CCNC(=O)c2ccc(Cl)cc2)c1	-8	/	-4	/	1.2	/	/	/	-1.6
Cc1ccc(S(=O)(=O)N(C)C)cc1NC(=O)c1sccc1Cl	1	-8	-1	37	-0.3	-12	-4	96	-3.3
CCOC(=O)c1cnc2c(c(C)nn2-c2ccc(C)cc2)c1Cl	/	3	-5	6	/	-14	-3	102	/
CCCn1c(C(C)Nc2nc(-c3ccc(C)cc3)cs2)nc2cc(Cl)c(N3CCCCC3)cc21 (configuration not stated)	-5	0	0	14	-0.7	-7	1	111	-0.6
Cc1cc(C)n(Cc2ccc(NC(=O)c3c([N+](=O)[O-])c(C)nn3C)cc2)n1	-6	2	-8	36	1.0	6	4	101	2.3
C#CCOc1c(Cl)cc(/C=N/NC(N)=S)cc1OCC	8	-1	2	11	0.2	0	-1	100	-2.5
Cc1cccc(S(=O)(=O)Nc2ccncc2)c1	-5	2	-8	1	1.0	-10	1	103	1.9
O=C(O)CN1C(=O)/C(=C2\SC(=S)N(C(Cc3ccccc3)C(=O)O)C2=O)c2ccccc21 (configuration not stated)	-1	7	-1	0	-1.2	-18	14	109	-0.4
CSc1ccccc1OCc1cc(C(=O)N2CCC(Oc3cccnc3)CC2)no1	-17	0	-3	9	7.9	28*	-7	98	6.5
Cc1cc([N+](=O)[O-])cnc1NC(C)c1ccccc1 (configuration not stated)	1	1	1	20	-0.6	3	-2	94	-3.1
CC(C)C(=O)NC(Nc1ccccc1F)C(Cl)(Cl)Cl (configuration not stated)	1	6	-6	1	-1.2	-6	2	102	-0.7
O=C(c1ccc2c(c1)OCCO2)N1CCN(Cc2ccccc2)CC1	-12	0	-3	1	-0.2	6	3	96	0.0
COc1ccc(N2CCN(C(=O)c3c(-c4ccccc4)noc3C)CC2)cc1	-1	-4	3	1	2.1	2	2	104	2.8
O=C(COc1ccccc1)Nc1c2c(nn1-c1ccccc1)CS(=O)(=O)C2	-3	0	-2	10	-0.3	7	4	104	-0.4
NS(=O)(=O)c1cccc(NS(=O)(=O)c2ccc(/C=C/C(=O)OCC(=O)c3ccccc3)cc2)c1	-1	-6	11	12	0.2	-14	-5	93	0.9
COc1ccc(C2OCC3(CO2)SC(=O)NC3=O)cc1OC (configuration not stated)	-9	2	-2	0	1.1	-3	-11	82	0.1
C[C@]12CCC3C(CC[C@H]4CC(O)CC[C@]34C)C1CC/C2=N/NC(=O)c1ccncc1 (some centres not stated)	2	-5	-10	20	3.4	-17	4	103	0.1
CN(C)CCN(C(=O)c1ccc(N2C(=O)CCC2=O)cc1)c1nc2cc3c(cc2s1)OCCO3	-2	0	-3	11	-0.5	0	3	103	0.7
CC(C)[C@H](NC(=O)C1CCCC1)c1nc2ccccc2[nH]1	-2	4	7	-12	-0.3	-14	0	101	-0.8
N/C(=N\OC(=O)Oc1ccccc1)c1ccc(Cl)cc1	-3	0	-1	7	2.1	0	-2	106	1.0
CC(C)OCCCNC(=O)COc1ccc2oc3c(c2c1)CCCC3	-1	7	-2	15	-0.6	-11	-1	101	-1.0
O=C(c1cc(-c2ccccc2O)on1)N1CCCC1	-5	2	/	-3	0.1	-16	6	107	-0.8
O=C(CCC(=O)N(CC(=O)NC1CCCCC1)c1ccc2c(c1)OCCO2)Nc1ccccn1	-2	-4	/	-4	0.3	-3	3	105	0.3
COc1ccc(NC(=O)CSc2nncn2C)cc1OC	-4	2	-1	2	1.6	-5	2	105	1.1
O=C(NNc1cc(N2CCOCC2)nc(N2CCOCC2)n1)C12CC3CC(CC(C3)C1)C2	-4	2	2	33	-0.7	-8	-2	95	-2.1
N#Cc1cc(Oc2ccc(Cl)cc2)c(N2CCOCC2)cc1C#N	-9	1	-1	/	-1.2	-2	2	102	-2.1
O=C(NC1CC1)C1=C[C@H](c2ccccc2)C[C@H](OCc2ccc(CO)cc2)O1	-6	-4	-6	-5	-0.9	-17	6	101	-0.2
Cc1ccc(S(=O)(=O)N2CCOCC2)cc1C(=O)OC1CCCCC1=O (configuration not stated)	-14	-13	-9	16	-0.6	16	1	99	-1.6
O=C(Nc1ccc(OCC(F)(F)C(F)F)c(C(F)(F)F)c1)c1ccccc1	-18	-6	-3	/	2.6	-2	5	114	11
CCOC(=O)C1CCN(c2ccc([N+](=O)[O-])cc2)CC1	-9	-1	-2	4	3.8	17	1	107	1.1
CC(=O)/C=C(\C)N=Nc1c(O)[nH]c2ccccc12	3	2	-7	-4	-0.8	-5	2	98	-1.9
CC(C(=O)Nc1cc(C(F)(F)F)ccc1N1CCOCC1)N1C(=O)C2CC=CCC2C1=O (configuration not stated)	-15	-4	3	3	1.1	0	11	107	0.2
COc1ccc(NS(=O)(=O)c2cccc(C(=O)N(C)Cc3ccc(SC)cc3)c2)cc1	-16	/	-6	/	8.0	/	/	/	2.5
COc1ccc2oc(=N)c(C(=O)Nc3cccc(C)c3C)cc2c1	2	3	-8	20	0.5	-20	12	114	0.8
N#CCSc1nnc(-c2cnccn2)n1Cc1ccccc1	-6	-14	4	-1	-0.3	6	-2	97	-0.5
COc1ccc(N(CC(=O)NCc2ccco2)S(C)(=O)=O)c(OC)c1	-17	5	3	7	0.5	-9	-8	90	-1.7
Cc1cccc(NC(=O)c2ccc(S(=O)(=O)NCc3cccnc3)cc2)c1C	-1	1	-2	0	2.1	0	-3	96	0.0
C=CCN1C(=O)C(CC(=O)O)SC1=Nc1ccc(C(=O)O)cc1 (configuration not stated)	-6	-2	-1	-9	1.2	-7	-5	104	-0.2
COC(=O)C1=C(C)N(CC2CCCO2)C(=O)C1 (configuration not stated)	-1	-7	-4	2	0.5	-12	3	105	1.2
Cc1cccc(C)c1NC(=O)CNC(=O)CNC(=O)Cc1cccc2ccccc12	-6	/	-4	/	0.5	/	/	/	0.0
